Nrf2 inh = Nrf2 qHTS screen for inhibitors; hit rate 2.1% among 360,000; A549 ARE-Fluc reporter, luciferase luminescence, 18-24 h; Potency, µM (top dose mostly 46 µM), for inactives: at the highest dose activity change, negative = inhibition, hits mostly inhibitors; note: % is set by controls: 0 for no effect and ±100 for the full control effect; nearly all actives have a fitted effect of over 60% in size
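Cells were seeded and rested 2 h, then exposed to compounds for 18-24 h. CellTiter-Fluor was read first as a viability measure. BugLite was added 15 min before the final luminescent read of ARE-luciferase activity in A549 cells.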
A549 viability = Nrf2 qHTS screen for inhibitors: counterscreen for cytotoxicity; A549 ARE-Fluc cells, CellTiter-Fluor viability, 18-24 h; Potency, µM (series often up to 46 µM), without a hit: at the top dose activity change, negative = cytotoxicity, actives largely listed as inhibitors; hit rate 0.16% among 390,000; note: % is set by controls: 0 for no effect and ±100 for the full control effect
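A549 ARE_Fluc cells in 5% FBS OPTI-MEM were exposed to compounds in concentration-response for 18-24 h at 37 deg C. Viability was read by CellTiter-Fluor fluorescence (Ex 405/Em 525) after 30 min, before the luciferase read.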
TGFb inhibitor = qHTS for Inhibitors of TGF-b; HepG2 CAGA-GFP TGF-b/SMAD3 reporter, GFP fluorescence, 18 h; TGF-beta stimulated, 500 pg/mL final; Potency, µM (doses to about 46.1 µM), for inactives: at the top dose activity, negative = inhibition, most hits filed as inhibitors; hit rate 1.2% among 410,000; AID 588855, 2011; note: % is set by controls: 0 for no effect and ±100 for the full control effect; nearly all actives have a fitted effect of over 65% in size
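Read-out: total well GFP (ex488/em500-530) summed from mean per-cell fluorescence. Cells: HEPG2 CAGA-GFP, 1% FBS DMEM, 18 h at 37 degrees C with 500 pg/mL final TGF-beta. Unstimulated wells served as the full-inhibition control; stimulated DMSO wells = 0%.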
EPAC2 antagonist = qHTS for Antagonist of cAMP-regulated guanine nucleotide exchange factor 2 (EPAC2): primary screen | EPAC2 GEF exchange of Rap1B-BODIPY-GDP, fluorescence | AID 720708, 2013 | hit rate 0.18% among 360,000 | Potency, µM (doses to about 114 µM), without a hit: at the highest dose activity, negative = inhibition, usual class: inhibitors; note: % is set by controls: 0 for no effect and ±100 for the full control effect; nearly all actives have a fitted effect of over 45% in size; many of its hits are not listed in these tables
Target sequence (Q8WZA2 whole entry, looked up): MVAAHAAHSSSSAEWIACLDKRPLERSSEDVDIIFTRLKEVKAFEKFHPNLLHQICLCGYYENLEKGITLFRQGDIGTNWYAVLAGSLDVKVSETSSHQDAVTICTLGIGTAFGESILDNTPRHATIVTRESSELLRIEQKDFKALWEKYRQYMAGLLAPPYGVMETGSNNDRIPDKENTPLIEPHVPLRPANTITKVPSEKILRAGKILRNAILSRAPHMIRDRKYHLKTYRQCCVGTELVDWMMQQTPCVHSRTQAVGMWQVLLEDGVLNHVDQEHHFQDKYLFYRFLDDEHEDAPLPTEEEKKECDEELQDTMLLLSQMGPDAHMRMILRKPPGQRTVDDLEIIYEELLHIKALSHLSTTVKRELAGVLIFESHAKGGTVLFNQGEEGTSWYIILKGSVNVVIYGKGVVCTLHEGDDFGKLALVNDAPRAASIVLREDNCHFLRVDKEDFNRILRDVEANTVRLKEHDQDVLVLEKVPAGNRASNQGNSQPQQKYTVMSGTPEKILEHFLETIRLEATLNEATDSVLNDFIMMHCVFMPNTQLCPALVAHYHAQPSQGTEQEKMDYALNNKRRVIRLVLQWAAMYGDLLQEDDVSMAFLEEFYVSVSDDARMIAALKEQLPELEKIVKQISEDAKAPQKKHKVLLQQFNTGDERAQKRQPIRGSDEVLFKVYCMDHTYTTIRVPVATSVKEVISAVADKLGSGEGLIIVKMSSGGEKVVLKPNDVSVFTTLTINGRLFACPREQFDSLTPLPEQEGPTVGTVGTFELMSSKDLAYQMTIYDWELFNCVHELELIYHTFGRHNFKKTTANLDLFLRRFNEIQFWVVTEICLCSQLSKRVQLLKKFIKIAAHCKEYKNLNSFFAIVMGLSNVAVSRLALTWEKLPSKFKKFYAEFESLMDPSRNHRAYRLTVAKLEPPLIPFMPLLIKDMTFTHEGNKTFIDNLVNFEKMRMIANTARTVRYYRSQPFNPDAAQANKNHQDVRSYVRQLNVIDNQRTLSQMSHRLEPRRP
S2 tox = Viability Counterscreen for Primary qHTS for Inhibitors of ATXN expression | S2 cells (HEK-293 line with an ATXN2-luciferase reporter) viability, CellTiter-Fluor protease fluorescence, 24 h | Potency, µM (titrated, usually from 56.7 µM), most hits filed as cytotoxic | hit rate 0.49% among 400,000 | AID 651635, 2014; note: nearly all actives have a fitted effect of over 40% in size
MCF10A rereplic = A quantitative high throughput screen for small molecules that induce DNA re-replication in MCF 10a normal breast cells | AID 624296, 2012 | Potency, µM (doses to about 46.1 µM), without a hit: at the highest dose activity, positive = re-replication, usual class: activators | MCF 10A DNA re-replication, Hoechst nuclear intensity, 48 h | hit rate 2.9% among 350,000; note: % of control where 0% means no effect; nearly all actives have a fitted effect of over 50% in size
HepG2 viability = qHTS for Inhibitors of TGF-b: Cytotox Counterscreen. HepG2 CAGA-GFP viability, ATP luminescence, 18 h. Potency, µM (titrated, usually from 46.1 µM), without a hit: top-dose activity change, negative = cytotoxicity, hits mostly cytotoxic. hit rate 0.76% among 410,000. AID 588856, 2011; note: some results filed as inactive show a strong effect at the top dose
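CellTiter-Glo luminescence gave cytotoxicity after 18 hours at 37 degrees C. The cells were HepG2 CAGA-GFP in 1% FBS DMEM, stimulated with 500 pg/mL TGF-beta after compound addition. %Activity was normalised to no-cell wells (complete cell-killing) and DMSO (no toxicity), and curves were fitted and classified.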
Nrf2 ARE act = qHTS of Nrf2 Activators; AREc32 ARE-luciferase reporter (MCF7-derived line), luminescence, 24 h; Potency, µM (series often up to 46.1 µM), inactives show at the highest dose activation, actives largely listed as activators; hit rate 0.31% among 410,000; note: % of control where 0% means no effect; nearly all actives have a fitted effect of over 65% in size
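Cells of the AREc32 ARE-luciferase line are plated in OPTI-MEM containing 5% FBS and left overnight at 37 deg C. Compounds are pinned in, incubation continues 24 hr, and firefly luciferase signal is then measured.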
ATXN2 expr inh = Primary qHTS for Inhibitors of ATXN expression | Potency, µM (doses to about 57 µM), without a hit: top-dose activity change, negative = inhibition, most hits filed as inhibitors | AID 1745845, 2022 | HEK-293 ATXN2-luciferase reporter, luminescence, 24 h | hit rate 0.72% among 360,000; note: % is set by controls: 0 for no effect and ±100 for the full control effect; nearly all actives have a fitted effect of over 55% in size
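ATXN2-luciferase reporter cells (luciferase flanked by upstream and downstream ATXN2 gene portions) were treated 24 h at 37 °C with compounds at up to 57 uM. SteadyGlo luminescence gave expression; GF-AFC fluorescence gave viability.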
An asterisk follows results filed as active; i = inactive; u = inconclusive; x = not tested or not shown; & = joins results of further samples; [ ] = dose if it differs, or a comment. Calls come from the whole dose curve; as a rule, active = well fitted curve in the direction sought with a large enough effect; inconclusive = small, poorly fitted or top-dose-only effect, or another doubt; inactive = no such curve, though single readings can be large; an effect the other way counts as inactive or inconclusive. Potency is the fitted concentration of half-maximal effect.

SMILES	Nrf2 inh	A549 viability	TGFb inhibitor	EPAC2 antagonist	S2 tox	MCF10A rereplic	HepG2 viability	Nrf2 ARE act	ATXN2 expr inh
Cc1cccc(C(=O)Nc2cc(-c3nc4cccnc4s3)ccc2C)c1	18%	-8%	-16%	x	i	x	-2%	7.3%	44%[activator]
Cc1ccc(NC(=S)N2C3CCCC2CC(NC(=O)C2CC2)C3)cc1C (configuration not stated)	-12%	u	6%	17%	i	4%	6%	2.9%	-7%
CCC(=O)N1N=C(c2c(-c3ccccc3)c3cc(Cl)ccc3[nH]c2=O)CC1c1ccco1 (configuration not stated)	23µM*	u	-23%	7%	i	u	-63%	3.3%	u
Cc1cc(C)c(C)c(S(=O)(=O)Nc2ccc3cn[nH]c3c2)c1C	u	0%	-31%	11%	i	-2%	-20%	-0.3%	x
C=C(C)COc1ccc2c(c1)CCC1C2CCC2(C)C(=O)C(=NO)CC12 (configuration not stated)	2%	-15%	6%	6%	u	u	-1%	1.5%	u
O=C(Nc1ccc([N+](=O)[O-])cc1)c1cc2ccccc2nc1Cl	u	-3%	-20%	-2%	i	-9%	-18%	2.3%	-13%
Cc1nc2ccc(S(=O)(=O)N(C)CC(=O)N3CCc4ccccc4C3)cc2s1	u	-9%	-2%	-8%	i	7%	-16%	1.6%	-10%
CCC(=O)NCCc1sc2nc(-c3ccc(OC)cc3)nn2c1C	x	-3%	-10%	x	u	x	3%	1.3%	11%
CCOC(=O)Cc1csc(NC(=O)c2ccc(S(=O)(=O)N3CCCC3)cc2)n1	-7%	-3%	-6%	-4%	i	-9%	-35%	0.5%	-12%
O=C(COC(=O)c1cc(=O)[nH]c2ccccc12)NC(=O)NC1CCCCC1	1%	-13%	2%	1%	i	u	4%	2.5%	9%
CCCOc1ccc(-c2c(=O)n(OCC(=O)OCC)c3ccccc3[n+]2[O-])cc1	7%	-11%	5%	-5%	x	1%	4%	3.4%	x
O=C(NCC(c1ccco1)S(=O)(=O)c1ccc(Cl)cc1)c1ccccc1F (configuration not stated)	x	15%	-17%	x	i	x	-1%	5.0%	12%
O=c1oc(CCO)cc2ccc(Br)cc12	u	1%	9%	-6%	i	u	3%	0.4%	-10%
COc1ccc(C(=O)CN(Cc2ccccc2)C2=NCCS2)cc1	5%	1%	-11%	4%	i	-8%	4%	-0.9%	-12%
CNc1ccccc1C(=O)OCC(=O)c1ccccc1	u	-2%	3%	-27%	i	8%	0%	4.6%	48%[activator]
CC(=O)c1cc(C#N)c(SCC(=O)C(C)(C)C)nc1C	x	-2%	-16%	15%	i	u	-24%	4.2%	129%[activator]
CCCCCCOC(=O)c1ccc(OC(=O)c2cccnc2)cc1	8%	-5%	-14%	-24%	i	-15%	-41%	0.5%	70%[activator]
O=C(c1ccc(Br)cc1)C(CN1CCOCC1)c1ccccc1 (configuration not stated)	-12%	4%	11µM*	-5%	x	18µM*	-95%	u	27µM*
COc1ccc(C(=O)N2CCN(c3nnnn3-c3ccccc3)CC2)cc1OC	-5%	-9%	-24%	3%	x	1%	-5%	-0.2%	x
Cc1ccccc1Cn1cnc2c(NS(C)(=O)=O)c(C)c(C)cc21	-10%	-10%	-6%	-5%	i	u	-17%	-0.2%	-8%
COc1ccc(Nc2cc(C)nc(N3CCOCC3)n2)cc1	20%	u	4%	-7%	u	-6%	-8%	3.8%	22%
CCOC(=O)c1cc(-c2ccccc2)n(CCC(=O)O)c1C	-21%	-4%	-8%	6%	i	2%	3%	0.3%	-7%
C=CCOc1ccc(Cl)cc1CNCCCN1CCOCC1	16%	-5%	-1%	7%	i	-7%	2%	-0.4%	-19%
c1cncc(CNc2ncnc3ccc(-c4ccc5c(c4)OCO5)cc23)c1	9%	8%	-2%	-18%	i	-11%	-9%	3.3%	-12%
COc1cc(S(=O)(=O)NCc2ccccn2)c(OC)cc1Cl	0%	0%	2%	0%	u	0%	-2%	0.3%	-3%
Cc1ccc(S(=O)(=O)c2c(C)nn(C(C)(C)C)c2OC(=O)C(C)C)cc1	-19%	-3%	u	-27%	x	28%	-18%	0.1%	x
COc1cc(NC(=O)CSc2nc3ccccc3nc2Cc2ccccc2OC)cc(OC)c1	x	-13%	6%	x	x	x	12%	0.7%	x
O=C1CN(C(=O)COc2ccc(Cl)cc2)C(c2ccccc2)c2cc(Br)ccc2N1 (configuration not stated)	-13%[9.27 µM]	-16%	u	x	u	x	-18%	0.5%	u
O=C(COC(=O)CCC(=O)c1ccc(F)cc1)Nc1ccc(Cl)cn1	10%	-7%	u	-3%	i	4%	-8%	2.3%	1%
COc1ccc(NC(=O)CSCC(=O)Nc2cccc(S(=O)(=O)N3CCCCCC3)c2)cc1	-24%	-9%	18%	u	i	8%	-15%	2.3%	-16%
CC(=O)C1=C(C)Nc2ncnn2C1c1cccc(Br)c1 (configuration not stated)	-4%	15%	4%	14%	i	-13%	0%	-0.4%	2%
O=c1cc(CO)oc(CN2CCN(Cc3ccccc3)CC2)c1O	u	-8%	2%	5%	i	-1%	-6%	-0.8%	-10%
Cc1ccccc1C(=O)NC(=S)Nc1ccc(S(=O)(=O)N(C)c2ccccc2)cc1	-19%	-9%	8%	-4%	i	11%	7%	-0.1%	2%
Cc1ccc(NC(=O)C2CCN(c3ncccn3)CC2)cc1F	7%	2%	0%	x	i	x	-8%	0.5%	6%
COc1cccc(C(=O)C2CCCN(Cc3cccc(-n4cccn4)c3)C2)c1 (configuration not stated)	u	-3%	-20%	-12%	i	8%	-21%	0.5%	-28%
COC(=O)c1ccc2nc3c(cc2c1)[C@@H]1CCN2C(=O)CCC[C@H](C3)[C@H]12	17%	-2%	u	-5%	i	u	4%&-22%	3.6%	42%[activator]
COc1ccc(/C(N)=N/OC(=O)/C=C/c2ccccc2)cc1	u	-11%	16%	0%	x	-7%	-2%	6.8%	x
COC(=O)c1sccc1NC(=O)CC1C(=O)NCCN1C(=O)Nc1ccc(C(F)(F)F)cc1 (configuration not stated)	-3%	0%	u	-15%	i	0%	-11%	13%	x
CCOC(=O)C1=C(CN2CCc3ccccc32)NC(=O)NC1c1cc(C)ccc1C (configuration not stated)	x	13%	-9%	-1%	i	u	-15%	-0.1%	-30%
CN1CCN(c2ccc(S(=O)(=O)N3CCCCC3)cc2NC(=O)CSCc2ccccc2)CC1	-7%	-3%	-2%	3%	u	7%	-15%	0.4%	-12%

Part of the list above in another layout.
canonical_smiles | Nrf2 inh | A549 viability | TGFb inhibitor | EPAC2 antagonist | S2 tox | MCF10A rereplic | HepG2 viability | Nrf2 ARE act | ATXN2 expr inh
CC(=O)C1=C(C)Nc2ncnn2C1c1cccc(Br)c1 (configuration not stated) | -4% | 15% | 4% | 14% | i | -13% | 0% | -0.4% | 2%
O=c1cc(CO)oc(CN2CCN(Cc3ccccc3)CC2)c1O | u | -8% | 2% | 5% | i | -1% | -6% | -0.8% | -10%
Cc1ccccc1C(=O)NC(=S)Nc1ccc(S(=O)(=O)N(C)c2ccccc2)cc1 | -19% | -9% | 8% | -4% | i | 11% | 7% | -0.1% | 2%
Cc1ccc(NC(=O)C2CCN(c3ncccn3)CC2)cc1F | 7% | 2% | 0% | x | i | x | -8% | 0.5% | 6%
COc1cccc(C(=O)C2CCCN(Cc3cccc(-n4cccn4)c3)C2)c1 (configuration not stated) | u | -3% | -20% | -12% | i | 8% | -21% | 0.5% | -28%
COC(=O)c1ccc2nc3c(cc2c1)[C@@H]1CCN2C(=O)CCC[C@H](C3)[C@H]12 | 17% | -2% | u | -5% | i | u | 4%&-22% | 3.6% | 42%[activator]
COc1ccc(/C(N)=N/OC(=O)/C=C/c2ccccc2)cc1 | u | -11% | 16% | 0% | x | -7% | -2% | 6.8% | x
COC(=O)c1sccc1NC(=O)CC1C(=O)NCCN1C(=O)Nc1ccc(C(F)(F)F)cc1 (configuration not stated) | -3% | 0% | u | -15% | i | 0% | -11% | 13% | x
CCOC(=O)C1=C(CN2CCc3ccccc32)NC(=O)NC1c1cc(C)ccc1C (configuration not stated) | x | 13% | -9% | -1% | i | u | -15% | -0.1% | -30%
CN1CCN(c2ccc(S(=O)(=O)N3CCCCC3)cc2NC(=O)CSCc2ccccc2)CC1 | -7% | -3% | -2% | 3% | u | 7% | -15% | 0.4% | -12%

Later entries.
SMILES	Nrf2 inh	A549 viability	TGFb inhibitor	EPAC2 antagonist	S2 tox	MCF10A rereplic	HepG2 viability	Nrf2 ARE act	ATXN2 expr inh
CCn1c(SCC(=O)Nc2ccc(C)cc2Br)nnc1-c1nonc1NC(C)=O	-10%	-3%	-7%	x	i	x	-8%	2.4%	-13%
CN1CCN(c2ccc(S(=O)(=O)N3CCOCC3)cc2NC(=O)Cc2ccccc2F)CC1	0%	6%	-11%	12%	i	16%	-4%	0.5%	x
CCOc1ccccc1NC(=O)Cn1c(=O)ccc2cc(S(=O)(=O)N3CCCC3)ccc21	x	-1%	-21%	x	i	x	-25%	-0.5%	1%
Cc1ccc(NC(=O)C2CCCN(S(=O)(=O)c3cn(C(C)C)cn3)C2)c(C)c1 (configuration not stated)	x	0%	u	x	i	x	-26%	0.1%	-5%
CCCN(Cc1cc2cccc(C)c2[nH]c1=O)C(=O)c1cccc(Cl)c1	-5%	1%	-14%	x	i	x	-21%	1.3%	-2%
O=C(c1[nH]c(C(F)(F)F)nc1-c1ccccc1)N1CCN(c2ccccn2)CC1	x	x	32%[activator]	1%	i	x	-5%	0.7%	-5%
CSc1ncccc1C(=O)OCC(=O)N1CCN(C(=O)c2ccco2)CC1	-13%	10%	14%	1%	i	-10%	17%	0.2%	x
CN(Cc1ccco1)C(=O)CSc1nc(C2CC2)n(-c2ccccc2)n1	20%	-1%	-2%	4%	i	13%	26%	10%	0%
COc1ccccc1N1CCN(CCCn2c(=S)[nH]c3ccccc3c2=O)CC1	-20%	1%	0%	-12%	i	7%	-11%	0.2%	-12%

A portion of the library; count on the stated rates, not on these rows.
